TRHR ag: TRH receptor (human) agonism; P34981; TRHR cells, calcium flux fluo-8, FDSS agonist mode; activation, % at 2 µM; 360,000 tested, 0.18% active; AID 493084; in the data active = activation above about 30%; note: 0% is about no effect
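Steps: seed TRHR cells overnight; add fluo-8 no-wash Ca dye, RT 30 min–1.5 h; record 10 s baseline; pin-transfer compounds; monitor fluorescence 1 cycle/s for the agonist window. Calcium increases flag candidate agonists.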
TrxR1 substrate: rat thioredoxin reductase 1 substrate activity; O89049; purified TrxR1 substrate turnover, NADPH consumption readout; Potency, µM (top dose mostly 114 µM), for inactives: at the top dose activity change, negative = substrate turnover; 390,000 tested, 0.01% active; AID 588456; note: potency is the fitted concentration of half-maximal effect; % is set by controls: 0 for no effect and ±100 for the full control effect; nearly all actives have a fitted effect of over 50% in size
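Rat TrxR1, dispensed at 90 nM, was prereduced with 400 uM NADPH (final) for 5 min at ~22 deg C, then incubated with compound 15 min before 400 uM selenite. A first-read NADPH fluorescence drop versus no-compound background flagged substrates.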
D2 ag: activates the human D2 dopamine receptor; P14416; HEK293 T-REx D2 cells, calcium flux agonist mode; activation, % at 2 µM; 340,000 tested, 0.53% active;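 active = activation over 3 SD above normal in the single-dose calcium agonist read, cut at about 30% in these data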; note: 0% is about no effect
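In this primary screen, compounds producing a positive calcium signal within 180 s of addition to tetracycline-induced, force-coupled HEK293 Trex D2 cells are flagged; cells are dye-loaded with a no-wash calcium kit beforehand.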
TrxR1 inh: blocks rat thioredoxin reductase 1; Potency, µM (series often up to 114 µM), inactives show at the top dose activity change, negative = inhibition, usual class: inhibitors; recombinant rTrxR1, NADPH fluorescence consumption, selenite substrate; 390,000 tested, 1% active; note: potency is the fitted concentration of half-maximal effect; % is set by controls: 0 for no effect and ±100 for the full control effect; nearly all actives have a fitted effect of over 65% in size
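Rat TrxR1 (90 nM in the dispensed reagent) was pre-reduced with 400 uM NADPH for 5 min at room temperature, then incubated with compound for 15 min. After 400 uM selenite was added, NADPH fluorescence (Ex 340/Em 450 nm) was followed for 8 min.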
IDH1 R132H inh: human IDH1 R132H inhibition; Potency, µM (titrated, usually from 76.6 µM), without a hit: top-dose activity change, negative = inhibition, hits mostly inhibitors; 390,000 tested, 0.093% active; O75874; AID 602179; IDH1-R132H enzyme, NADPH consumption, diaphorase/resazurin fluorescence; note: potency is the fitted concentration of half-maximal effect; % is set by controls: 0 for no effect and ±100 for the full control effect; nearly all actives have a fitted effect of over 65% in size
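IDH1-R132H (0.5 ug/mL dispensed) in pH 7.5 Tris buffer was preincubated 30 min with compound, then given a substrate mix of 0.016 mM NADPH and 2 mM alpha-KG for 80 min at room temperature; remaining NADPH was read by diaphorase/resazurin fluorescence.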
Pin1 inh: human Pin1 inhibition. 390,000 tested, 0.009% active. Q13526. Potency, µM (highest dose often 115 µM), without a hit: at the top dose activity, negative = inhibition, actives largely listed as inhibitors. Pin1 FP peptide displacement, HiFluor488, 10 min; active = well fitted inhibition curve with a large enough effect in the polarisation, with a control signal flat, not every such curve was filed as active; inconclusive = small, poorly fitted or top-dose-only effect, or effect the other way, or a change in a side signal; inactive = no such curve, though single readings can be large or run the other way; the % refers to the polarisation; note: potency is the fitted concentration of half-maximal effect; % is set by controls: 0 for no effect and ±100 for the full control effect
Target sequence (Q13526 whole entry, looked up): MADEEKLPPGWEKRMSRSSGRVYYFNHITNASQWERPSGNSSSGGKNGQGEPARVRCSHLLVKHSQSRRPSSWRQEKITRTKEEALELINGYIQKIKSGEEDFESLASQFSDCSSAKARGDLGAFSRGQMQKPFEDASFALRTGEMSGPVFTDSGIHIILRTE
D2 antagonist: antagonists of human D2 dopamine receptor; P14416; HEK293 TREx D2 cells, calcium flux, dopamine EC80; inhibition, % at 10 µM; 340,000 tested, 2% active; AID 485344; in the data active = inhibition above about 30%; note: 0% is about no effect
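Overnight-induced (tetracycline, 30 C) HEK293 T-REx cells carrying force-coupled D2 receive a no-wash calcium dye, then compound, then EC80 dopamine at 180 s; signals are read kinetically throughout.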
USP1-UAF1 inh: inhibitors of human USP1/UAF1 deubiquitinase. O94782. recombinant USP1/UAF1, Ub-Rhodamine cleavage fluorescence. Potency, µM (top dose mostly 57.1 µM), without a hit: at the highest dose activity change, negative = inhibition, usual class: inhibitors. 390,000 tested, 0.23% active; note: potency is the fitted concentration of half-maximal effect; % is set by controls: 0 for no effect and ±100 for the full control effect; nearly all actives have a fitted effect of over 60% in size; inactives centre near -12
Target sequence (O94782 whole entry, looked up): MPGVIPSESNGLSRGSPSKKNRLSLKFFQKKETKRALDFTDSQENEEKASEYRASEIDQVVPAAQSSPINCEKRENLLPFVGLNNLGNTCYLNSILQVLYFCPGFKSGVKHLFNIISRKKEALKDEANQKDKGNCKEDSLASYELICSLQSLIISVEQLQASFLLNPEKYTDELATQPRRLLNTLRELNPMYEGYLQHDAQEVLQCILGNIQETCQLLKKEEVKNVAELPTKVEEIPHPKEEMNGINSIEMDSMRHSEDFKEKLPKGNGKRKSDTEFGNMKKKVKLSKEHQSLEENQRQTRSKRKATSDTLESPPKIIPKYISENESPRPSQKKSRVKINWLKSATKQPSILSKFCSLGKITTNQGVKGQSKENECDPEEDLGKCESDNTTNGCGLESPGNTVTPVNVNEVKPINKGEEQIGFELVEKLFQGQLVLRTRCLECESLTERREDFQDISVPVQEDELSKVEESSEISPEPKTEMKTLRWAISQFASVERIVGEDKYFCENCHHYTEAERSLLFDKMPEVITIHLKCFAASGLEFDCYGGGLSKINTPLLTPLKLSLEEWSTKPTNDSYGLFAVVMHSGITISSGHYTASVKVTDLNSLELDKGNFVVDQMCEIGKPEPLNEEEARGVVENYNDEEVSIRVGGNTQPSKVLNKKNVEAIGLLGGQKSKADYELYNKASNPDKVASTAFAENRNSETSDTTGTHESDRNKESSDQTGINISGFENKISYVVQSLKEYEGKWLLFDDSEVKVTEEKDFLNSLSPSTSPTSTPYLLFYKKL
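In this screen, compounds sit with the deubiquitinase complex (1nM) for 15 min at room temperature before Ub-Rho is added at 150nM final. Fluorescence rise is then followed for 6 reads every 60 seconds.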
TRHR enhancer: allosteric enhancers of human TRH receptor; AID 493056; TRHR cells, fluo-8 calcium fluorescence, EC20 TRH enhancement; 360,000 tested, 0.66% active; enhancement, % at 2 µM; P34981; in the data active = enhancement above about 30%; note: 0% is about no effect
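Enhancer read-out: after compound pinning and an initial kinetic agonist-mode read, an EC20 of TRH (10 nM final) was injected and fluo-8 calcium signal (Ex 480/Em 530) followed at 1 s/cycle for 100 cycles in TRHR-expressing cells.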
Active calls of the source: *; ? = inconclusive; / = not tested or not shown; & = joins results of further samples; [ ] = dose if it differs, or a comment. Unless noted, calls come from the whole dose curve; as a rule, active = well fitted inhibition curve with a large enough effect; inconclusive = small, poorly fitted or top-dose-only effect; inactive = no such curve, though single readings can be large or run the other way. The list is partial; rates above refer to the full screens.

SMILES	TRHR ag	TrxR1 substrate	D2 ag	TrxR1 inh	IDH1 R132H inh	Pin1 inh	D2 antagonist	USP1-UAF1 inh	TRHR enhancer
Cc1nnc(SCC(=O)NC(C)(C)C)n1NCc1c(F)cccc1Cl	-0.5	1.8%	-1.8	18.3%	-0.5%	4.6%	-8.4	-6.1%	6.9
Cc1ccc2c(c1)COc1c3ccc(C(=O)O)cc3nn1-2	0.2	6.8%	0.5	2.8%	9.0%	-16.7%	-5.6	?	5.0
O=C(CC(=O)Nc1cccc(Cl)c1)N/N=C\c1ccccc1	0.5	2.3%	-1.0	4.6%	18.4%	?	20.5	-1.2%	-3.0
Cc1ccc(-n2nc(C(=O)Nc3ccc(Cl)cn3)c3c4ccccc4n(C)c3c2=O)cc1	-1.3	1.0%	-0.1	9.9%	-9.1%	3.7%	/	-24.1%	23.8
CCCNC(=O)c1ccc2c(c1)nc(C)n2-c1cccc(C)c1	-1.8&-0.9	0.5%	-0.1&-0.1	4.1%	6.9%&5.1%	-5.1%&4.1%	-0.6	-2.2%&-29.0%	6.4&1.9
CCC(=O)Nc1ccc(S(=O)(=O)N2CCCCC2)cc1OC	1.3	6.0%[57.1 µM]	0.6	15.9%[57.1 µM]	2.9%	-6.0%	7.0	1.0%	44.3*
Cc1ccc(NC(=O)COC(=O)c2ccco2)cc1S(=O)(=O)N1CCOCC1	/	-9.9%	/	-4.5%	-6.1%	-0.2%	/	-3.9%	/
CCN(CC)Cc1c(O)c(Cl)cc2c(C)cc(=O)oc12	0.8	730.0%[activator][57.1 µM]	6.9	-0.3%[57.1 µM]	-1.8%	?	11.0	-21.1%	-1.3
COc1ccc(-c2nnc(SCc3ccc(C(=O)O)cc3)n2C)cc1OC	-0.8	-5.6%	-2.6	3.4%	-11.3%	2.4%	8.6	-14.1%	-1.7
COc1ccccc1-c1nc2n(n1)C(c1ccccc1Cl)C(C(=O)Nc1cccnc1)=C(C)N2 (stereo not drawn)	-0.8	0.3%	0.0	-2.2%	-2.8%	3.1%	/	-1.1%	1.7
COc1ccc(C(=O)NCC(=O)NCC(=O)OCC(=O)c2cccs2)cc1	0.1	-0.9%[57.1 µM]	-6.4	-14.2%[57.1 µM]	0.6%	-29.4%	2.3	-1.8%	-5.0
COc1ccc(CNCc2ccc3c(c2)OCO3)cc1Br	1.0	-1.1%	-0.2	-1.6%	-4.3%	-2.4%	-13.6	5.7%	4.4
Cc1cccc(OCCCCN2CCNCC2)c1	/	7.5%	/	18.7%	5.1%	-2.6%	/	-21.9%	/
O=C(Nc1oc2ccc(Cl)cc2c(=O)c1-c1ccc(F)cc1)c1ccco1	-0.1	-9.3%	-0.2	-1.8%	-7.3%	0.6%	-9.7	-19.2%	8.3
Cc1n[nH]c(=S)n1/N=C/c1c(O)ccc2ccccc12	-0.2	2.5%	-1.5	4.0%	0.0%	-1.8%	-17.9	-2.4%	4.6
C#CCOCCOCCOCCNc1nc(N2CCN(C(=O)[C@H](Cc3cc4ccccc4[nH]3)n3cc([C@@H](N)C(C)CC)nn3)CC2)nc(N2CCN(C(=O)[C@H](Cc3cc4ccccc4[nH]3)n3cc([C@@H](N)CC(C)C)nn3)CC2)n1 (stereo partly drawn)	0.1	/	-0.4	/	/	/	-6.6	/	-1.7
O=c1oc2ccc3ccccc3c2cc1-c1nnc(Nc2ccc(F)cc2)s1	5.0	-2.4%	3.6	17.5%	-15.7%	18.5%	/	13.8%	1.7
COc1ccc(-c2cc(C(F)(F)F)n3nc(C(=O)N4CCCC4)cc3n2)cc1	-0.4	-0.4%[57.1 µM]	1.0	15.7%[57.1 µM]	5.9%	9.9%	-13.6	-20.0%	9.0
COc1ccc(C)cc1NC(=O)C1CCC(CNc2c(N3CCOCC3)c(=O)c2=O)CC1 (stereo not drawn)	-0.3	1.8%	-0.5	14.7%	-15.5%	3.3%	-18.2	-4.7%	-7.7
CC(C)(C)NC(=O)COC(=O)c1ccc(Cl)nc1	-0.3	3.5%	0.3	9.1%	6.7%	4.4%	-5.0	-7.6%	0.0
COc1cc2c(cc1OC)C(COc1ccc(F)cc1)N(C(=O)c1ccc(S(=O)(=O)N3CCCC3)cc1)CC2 (stereo not drawn)	0.5	2.9%[57.1 µM]	0.3	15.1%[57.1 µM]	3.4%	26.8%	/	-6.6%	0.3
Cc1cccc(N=Nc2c(N)n[nH]c2N)c1	0.3	-8.9%	/	8.5%	-3.3%	0.1%	0.4	-4.3%	-5.0
CCCCNC(=O)c1ccc(CS(=O)(=O)Cc2ccccc2F)o1	0.1	6.5%	-0.6	5.8%	5.4%	2.3%	2.9	-5.5%	-3.2
O=C1Nc2ccccc2C1Cc1ccccn1 (stereo not drawn)	-0.1	1.7%[57.1 µM]	-0.5	3.1%[57.1 µM]	17.5%	-9.7%	11.8	-6.2%	-1.5
O=C(NCc1cccs1)[C@@H]1CCCN1S(=O)(=O)c1ccccc1F	/	8.4%	/	29.5%	-3.0%	-1.1%	/	?	/

Going on with the list:
SMILES	TRHR ag	TrxR1 substrate	D2 ag	TrxR1 inh	IDH1 R132H inh	Pin1 inh	D2 antagonist	USP1-UAF1 inh	TRHR enhancer
O=C(NC(=S)N(CCO)Cc1ccccc1)c1ccc(S(=O)(=O)N2CCCC2)cc1	1.7	1.2%[57.1 µM]	/	-38.9%	2.3%	-3.9%	/	-4.7%	-3.2
Cc1ccc(N(C)C(=O)C2CCCN2S(=O)(=O)c2ccc3c(c2)n(C)c(=O)c(=O)n3C)cc1 (stereo not drawn)	-0.1	6.6%[57.1 µM]	0.4	27.3%[57.1 µM]	9.2%	0.1%	7.0	-8.1%	9.2
O=C1COc2ccc(C(=O)COC(=O)c3ccccn3)cc2N1	0.2	-2.9%	/	-5.6%	2.3%	-0.4%	/	1.7%	3.4
O=S(=O)(c1ccccc1)c1nc(-c2ccc(Cl)cc2Cl)oc1N1CCCCCC1	0.3	29.1%	-0.1	50.9%[activator]	-8.4%	1.2%	/	-0.2%	-10.5
O=C1C=CC(=O)c2c(O)c(N3CCN(CCOCCO)CC3)c(Br)c(O)c21	/	?	/	?	18.8%	?	/	2µM*	/
Clc1ccc(-c2nc(C3CCCCC3)no2)cc1	0.2	0.4%[57.1 µM]	0.8	4.2%[57.1 µM]	-0.8%	-2.9%	2.3	-16.0%	-6.1
CC(=O)C1CCC2C3CCC4=CC(=O)CCC4(C)C3(F)C(O)CC12C (stereo not drawn)	/	-6.0%	/	-7.3%	7.6%	-4.4%	/	-13.2%	/
COc1ccccc1C(=O)Nc1ccc(OCC(=O)N2CCCCC2C)cc1 (stereo not drawn)	1.6	-2.4%	0.2	0.7%	-0.2%	-4.0%	-12.4	-4.1%	0.1
CC(=O)c1cccc(N2C(=NC(=O)C(C)C)SC3CS(=O)(=O)CC32)c1 (stereo not drawn)	-0.8	4.2%[57.1 µM]	/	-8.9%[57.1 µM]	3.5%	5.3%	/	0.8%	-9.3
CCCCn1c(=O)nc2n(-c3ccccc3)c3ccccc3cc-2c1=O	0.9	267.7%[activator]	2.2	45.8%[activator]	13.5%	2.0%	13.2	-1.2%	-3.8
Cc1cc(NC(=O)CSc2nnc(C(F)(F)F)n2C)no1	/	-7.3%	/	-10.8%	7.4%	-6.1%	/	-14.2%	/
COc1ccc(CCNC(=O)Cn2c(=O)c3cccn3c3ccccc32)cc1OC	0.7	1.3%	-0.7	9.8%	16.0%	28.7%	/	11.0%	-11.7
O=C(NC1CCCCC1)C(c1ccccc1)N(C(=O)Cc1ccsc1)c1ccccc1 (stereo not drawn)	0.9	16.6%	-0.1	30.8%	?	0.2%	-15.8	-20.9%	-7.2
O=C(NCC1CCCO1)C1CCC(=O)N1CCc1ccccc1 (stereo not drawn)	0.0	9.8%[57.1 µM]	0.9	-4.6%[57.1 µM]	5.3%	1.3%	-4.6	-23.8%	-4.8
Cc1ccc(CNC(=O)Cc2c(C(=O)O)c(C)cn2C)cc1	-0.1	-4.2%[57.1 µM]	-0.2	0.9%[57.1 µM]	0.0%	5.4%	/	-12.9%	1.2
OCCN(CCO)c1ncnc2c1cnn2-c1ccc(F)cc1	-0.1	-5.0%[57.1 µM]	-0.4	-6.5%[57.1 µM]	12.6%	8.2%	/	?	-0.3
CC1(C)Cc2cccc(OCC(=O)Nc3ccccc3C(F)(F)F)c2O1	-0.8	-7.2%	-1.9	5.6%	7.0%	-2.1%	-4.8	-14.0%	1.3
O=C(c1ccc(NC(=S)NCc2ccco2)cc1)N1CCOCC1	0.5	?	0.7	?	1.9%	4.7%	8.2	-2.4%	2.0

Compound profiles, as listed above:
Record of Cc1cc(NC(=O)CSc2nnc(C(F)(F)F)n2C)no1 = TRHR ag = /; TrxR1 substrate = -7.3%; D2 ag = /; TrxR1 inh = -10.8%; IDH1 R132H inh = 7.4%; Pin1 inh = -6.1%; D2 antagonist = /; USP1-UAF1 inh = -14.2%; TRHR enhancer = /
Record of Cc1ccc(N(C)C(=O)C2CCCN2S(=O)(=O)c2ccc3c(c2)n(C)c(=O)c(=O)n3C)cc1 (stereo not drawn) = TRHR ag = -0.1; TrxR1 substrate = 6.6%[57.1 µM]; D2 ag = 0.4; TrxR1 inh = 27.3%[57.1 µM]; IDH1 R132H inh = 9.2%; Pin1 inh = 0.1%; D2 antagonist = 7.0; USP1-UAF1 inh = -8.1%; TRHR enhancer = 9.2
Record of COc1ccccc1C(=O)Nc1ccc(OCC(=O)N2CCCCC2C)cc1 (stereo not drawn) = TRHR ag = 1.6; TrxR1 substrate = -2.4%; D2 ag = 0.2; TrxR1 inh = 0.7%; IDH1 R132H inh = -0.2%; Pin1 inh = -4.0%; D2 antagonist = -12.4; USP1-UAF1 inh = -4.1%; TRHR enhancer = 0.1
